Assay outcomes from PubChem.
A-T KAP1 phos = qHTS Assay for Identifying a Potential Treatment of Ataxia-Telangiectasia | hit rate 0.19% among 320,000 | […] A-T fibroblasts, KAP-1 phosphorylation AlphaLISA; neocarzinostatin DNA damage 30 min before lysis | Potency, µM (top dose mostly 57.5 µM), without a hit: at the top dose activation, usual class: activators; further: potency means the concentration at half of the fitted maximal effect; % of control where 0% means no effect; nearly all actives have a fitted effect of over 45% in size
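ATM-like activity read as KAP-1 phosphorylation via AlphaLISA donor/acceptor antibody pairs after lysis and 6 hr at 25C. Cells were ATM-null patient fibroblasts ([…], hTERT), dosed 60 min, then exposed to the DSB inducer NCS for 30 min.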
hERG WT inh = qHTS for Inhibitors of KCHN2 3.1: Wildtype qHTS; Voltage-gated inwardly rectifying potassium channel KCNH2 (Homo sapiens), Q12809; U2OS, BacMam KCNH2, thallium flux FluxOr; hits give low values; activity change, % at 1.84 µM; hit rate 0.37% among 340,000;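 active means maximum activity change below -70%; inconclusive means maximum activity change between -70% and -50%; inactive means maximum activity change above -50%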; further: on the % scale 0 is the no-effect control and ±100 the full control effect
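U2OS cells were transduced with wild-type KCNH2 virus (2.03 x 10^8 / mL) for 4 h at room temperature, then cultured overnight at 37 C. Thallium flux was read with FluxOr dye. Rate constants were normalized to DMSO controls.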
Mito fusion act = qHTS Assay for Small Molecule Inhibitors of Mitochondrial Division or Activators of Mitochondrial Fusion. S. cerevisiae fusion-defective mutant growth rescue, CellTiterGlo 48 h. Potency, µM (doses to about 46.1 µM), for the others: at the highest dose growth rescue (activation), actives largely listed as activators. hit rate 0.23% among 320,000;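 further: potency means the concentration at half of the fitted maximal effect; % of control where 0% means no effect; nearly all actives have a fitted effect of over 45% in size; temperature-sensitive fusion mutants such as fzo1-1 at 37 °C on non-fermentable ethanol glycerol medium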
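Read-out: ATP-based luminescence (CellTiterGlo, 10 min ambient) reporting growth of fusion-defective ts yeast after 48 hours at 37C on glycerol/ethanol YPEG medium in the presence of compound.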
ELG1 repair inh = qHTS screen for small molecules that inhibit ELG1-dependent DNA repair in human embryonic kidney (HEK293T) cells expressing luciferase-tagged ELG1; Potency, µM (highest dose often 46.1 µM), without a hit: at the highest dose activity change, negative = inhibition, actives largely listed as inhibitors; AID 504467, 2011; hit rate 2.3% among 330,000; HEK293T ELG1-luciferase reporter, luminescence, 16 h; DNA damage induced by 5-fluorouridine; further: potency means the concentration at half of the fitted maximal effect; on the % scale 0 is the no-effect control and ±100 the full control effect; nearly all actives have a fitted effect of over 55% in size
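Quantitative HTS, concentration-response format. 2,000 cells/well co-treated with 5-fluorouridine and compound, 16 hr in 5% CO2 at 37 °C; ONE-Glo luminescence read after 30 min.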
KCNH2 3.1 inh = qHTS for Inhibitors of KCHN2 3.1: Mutant qHTS. Potassium voltage-gated channel subfamily H member 2, brain isoform KCNH2 3.1 (human). U2OS KCNH2 3.1, thallium flux FluxOr; hits give low values. activity change, % (tested at about 1.8 µM). hit rate 0.95% among 340,000. AID 720553, 2013;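 active means maximum activity change below -70%; inconclusive means maximum activity change from -70% to -50%; inactive means maximum activity change above -50%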;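 further: thallium influx rate constant from kinetic fluorescence after stimulation buffer; on the % scale 0 is the no-effect control and ±100 the full control effect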
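FluxOr-based Tl+ influx in U2OS cells transduced with KCNH2 3.1 virus; rate constants normalized to DMSO controls.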
TCR activator = Activators of T cell receptors: qHTS campaign; primary human leukocytes, anti-CD3, IL-2 HTRF, 48 h; Potency, µM (titrated, usually from 9.22 µM), for the others: at the top dose activation of IL-2 secretion, usual class: activators; 330,000 tested, under 10 active; AID 504894, 2011; further: % of control where 0% means no effect
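1) Mix primary human leukocytes, a-CD3 beads and compound. 2) Incubate 48 hr. 3) Add HTRF IL-2 reagents (a-IL-2-K, a-IL-2-d2).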
Eya2 phos inh = qHTS Assay for Inhibitors of the Phosphatase Activity of Eya2. hit rate 0.006% among 330,000. Potency, µM (top dose mostly 76.9 µM), without a hit: at the top dose activity, negative = inhibition, most hits filed as inhibitors. Protein phosphatase EYA2 (Homo sapiens), O00167. recombinant Eya2, OMFP fluorescence dephosphorylation (OMFP is methylfluorescein phosphate); further: potency means the concentration at half of the fitted maximal effect; on the % scale 0 is the no-effect control and ±100 the full control effect
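Eya2 (0.2 uM) preincubated 10 min at ambient with compound, then OMFP substrate added at 50 uM; 10 min reaction in 50 mM HEPES pH 7.5, 50 mM NaCl, 5 uM MgCl2, 0.05% BSA, 1 mM DTT. Fluorescence read at Ex 485/Em 525 nm.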
USP2a block = qHTS Assay for Inhibitors of Ubiquitin-specific Protease USP2a Using CHOP2 as the Reporter; Ubiquitin carboxyl-terminal hydrolase 2 (Homo sapiens), O75604; Potency, µM (titrated, usually from 38.3 µM), without a hit: top-dose activity change, negative = inhibition, most hits filed as inhibitors; hit rate 0.01% among 330,000; USP2 core, Ub-CHOP2 coupled fluorogenic reporter, 485/531;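 further: potency means the concentration at half of the fitted maximal effect; plate controls were DMSO wells for no effect and full inhibition by NEM control for full effect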
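Cell-free coupled assay: 10nM USP2 core preincubated 30min RT with compound in Tris-HCl pH 8.0/CaCl2/CHAPS buffer, then 25nM Ub-CHOP2 and 25nM reporter substrate; fluorescence (Ex 485/Em 531) read after 60min RT, normalized to NEM inhibition, concentration-response curves fitted.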
TRPV1 agonist = HTS Assay for Compounds that Act as Agonists of the Vanilloid Receptor 1; Transient receptor potential cation channel subfamily V member 1 (Homo sapiens), Q8NER1; TRPV1-expressing cells, Fluo-8 calcium influx, agonist mode; activation, % at 8.33 µM; hit rate 0.19% among 320,000; in the data active means activation above about 80%; inconclusive means between about 30% and that limit; further: 0% is about no effect
Target sequence (Q8NER1 whole entry, looked up): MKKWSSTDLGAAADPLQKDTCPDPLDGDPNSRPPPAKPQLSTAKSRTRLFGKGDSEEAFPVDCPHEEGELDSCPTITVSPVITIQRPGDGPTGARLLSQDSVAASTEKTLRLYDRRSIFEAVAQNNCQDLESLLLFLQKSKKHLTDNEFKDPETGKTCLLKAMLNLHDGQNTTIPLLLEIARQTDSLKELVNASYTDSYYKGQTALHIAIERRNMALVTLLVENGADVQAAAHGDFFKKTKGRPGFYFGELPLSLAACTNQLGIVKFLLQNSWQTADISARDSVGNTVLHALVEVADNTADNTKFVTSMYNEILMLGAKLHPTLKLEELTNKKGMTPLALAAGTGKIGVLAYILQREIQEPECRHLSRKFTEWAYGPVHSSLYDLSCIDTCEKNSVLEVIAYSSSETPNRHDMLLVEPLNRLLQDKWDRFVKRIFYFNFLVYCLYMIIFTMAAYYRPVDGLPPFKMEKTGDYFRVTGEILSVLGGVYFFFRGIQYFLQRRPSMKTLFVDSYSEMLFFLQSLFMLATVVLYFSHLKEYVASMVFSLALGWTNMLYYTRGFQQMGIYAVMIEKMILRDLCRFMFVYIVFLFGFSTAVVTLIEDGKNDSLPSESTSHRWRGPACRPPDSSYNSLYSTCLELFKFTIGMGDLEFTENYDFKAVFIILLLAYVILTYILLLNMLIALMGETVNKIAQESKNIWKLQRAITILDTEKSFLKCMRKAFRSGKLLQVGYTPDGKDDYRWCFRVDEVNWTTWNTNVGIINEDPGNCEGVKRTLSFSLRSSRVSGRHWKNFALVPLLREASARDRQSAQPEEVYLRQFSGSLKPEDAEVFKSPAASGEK
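TRPV1-expressing cells were cultured overnight at 35.5C and loaded with Fluo-8 calcium dye for 40 to 90 min at room temperature. After a 10 s baseline, compound was added and calcium influx was read kinetically for 3 min (ex 480/em 520 nm).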
TSHR antagonist = Antagonists of the Thyroid Stimulating Hormone Receptor: HTS campaign; TSHR-expressing cells, TSH-stimulated cAMP HTRF, 2 h; hits give low values; Thyrotropin receptor (Homo sapiens), P16473; hit rate 0.2% among 330,000; AID 504810, 2011; activity change, negative = inhibition, % at 11.5 µM;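 active means activity change below a set negative limit, meaning inhibition stronger than a set level, cut at about -70% in these data; inconclusive means activity change between two set negative limits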; further: on the % scale 0 is the no-effect control and ±100 the full control effect
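Competitive HTRF cAMP read-out (cryptate anti-cAMP antibody, cAMP-d2; 30 min, room temperature) in freshly harvested TSHR cells. Compounds added before TSH at EC80 (4nM final), followed by 2 hours' incubation at 37 deg C.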
* marks the source's active call; other numbers are inactive results; ? = inconclusive; · = no result given; & = joins results of further samples; [ ] = another dose, or the depositor's remark. Unless noted, the call rests on the fitted dose curve; in most records, active means well fitted curve in the direction sought with a large enough effect; inconclusive means small, poorly fitted or top-dose-only effect, or another doubt; inactive means no such curve, though single readings can be large; an effect the other way counts as inactive or inconclusive.

SMILES	A-T KAP1 phos	hERG WT inh	Mito fusion act	ELG1 repair inh	KCNH2 3.1 inh	TCR activator	Eya2 phos inh	USP2a block	TRPV1 agonist	TSHR antagonist
O=C(C1CCCN1C(=O)c1cccs1)N1CCc2ccccc21 (centres undefined)	0%	6	11%	16%	-5	10%	4%	1%	0	12
CC(C)(C)c1cc(/C=N/NC(=O)Cc2nc3ccccc3[nH]2)cc(C(C)(C)C)c1O	-2%	-14	0%	-1%	0	4%	-21%	-6%	14	-5
NS(=O)(=O)c1cccc(NC(=O)Cn2nc(C(=O)O)c3ccccc3c2=O)c1	3%	1	-6%	5%	-10	0%	-9%	1%	-1	3
CC(C)(C)S(=O)(=O)/C(C#N)=N/Nc1ccc(S(C)(=O)=O)cc1	-6%	-7	-5%	18%	-29	-4%	14%	-1%	-3	11
COc1ccc(CNc2ccc3c(c2)CCC3)cc1OC	-1%	·	-1%	?	·	·	-24%	0%	2	-3
CC1CCCN(C(=O)CSc2nnc(-c3ccco3)n2C)C1 (centres undefined)	-1%	7	4%	14%	-9	0%	0%	1%	-1	10
NS(=O)(=O)c1ccc(-n2nc(C(=O)O)cc2-c2ccc(Cl)cc2)cc1	-2%	4	3%	8%	1	-2%	2%	4%	-2	-3
CCOC(O)[C@H]1N[C@@H](c2ccc(Cl)cc2)[C@@H]([N+](=O)[O-])[C@@H]1c1ccccc1 (some centres undefined)	19%	0	18%	8%	10	0%[46.1 µM]	1%	1%	6	-7
CC1(C)NC(=O)N(CC(=O)Nc2cc(S(=O)(=O)N3CCOCC3)ccc2N2CCOCC2)C1=O	7%	·	14%	6%	·	·	7%	-1%	-2	-9
O=C(Nc1ccccc1)c1ccc(OC(=O)c2cc3ccccc3o2)cc1	-1%	-11	1%	0%	-2	1%	-28%	2%	1	8
COC(=O)c1ccc(OC(=O)c2ccc(OC)c(OC)c2)c(OC)c1	11%	-9	-5%	-17%	-20	-1%	7%	2%	1	-16
Cc1ccc2c(C)nc(/N=C(\N)NC(=O)N3c4ccccc4Sc4ccccc43)nc2c1	-5%	-5&-3	-27%	6%	-20&4	5%	2%	0%	-6	8
COc1ccc(OC)c(N(CC(=O)N2CCN(Cc3ccccc3)CC2)S(C)(=O)=O)c1	-1%	0	0%	-1%	-14	-10%	5%	-1%	-2	32
CCOC(=O)C(C)/C(C)=N/NC(N)=S (centres undefined)	-3%	1	-6%	1%	9	4%[46.1 µM]	-8%	3%	-6	2
NCCCCCc1nnc(SCC(N)=O)o1	-1%	3	5%	-6%	1	·	-5%	0%	-1	-2
O=c1c2c3n(c(=O)nc2[nH]n1-c1ccccc1)CCCCC3	18%	18	-3%	-3%	10	-1%	30%	-1%	-2	-15
COc1ccc(OC)c(-c2nc(CN(C)C(C)c3ccncn3)c(C)o2)c1 (centres undefined)	-1%	-2	-9%	-5%	-1	1%	9%	3%	-1	-2
CC(C)c1ccc(C(=O)CC2(O)C(=O)N(CN3CCOCC3)c3ccccc32)cc1 (centres undefined)	-4%	-5	-1%	?	6	3%	18%	0%	-2	38
Cc1c(CNC(=O)c2cnn3c2NC(c2ccc(Br)cc2)CC3C(F)(F)F)cnn1C (centres undefined)	-4%	-5	5%	-25%	-2	5%	-23%	-1%	-1	-11
O=S(=O)(Cc1ccccc1)N1CCN(Cc2ccc(Br)cc2)CC1	9%	13	-1%	?	5	-3%	-13%	-1%	3	-9
Cc1cc(NC(=O)/C=C/C(=O)N(c2ccccc2C)C(C(=O)NC2CCCC2)c2ccc(F)cc2)no1 (centres undefined)	-10%	1	3%	?	-7	·	9%	1%	?	4
Cc1ccc(CN2C(=O)c3ccccc3C2C(=O)NCc2cccnc2)cc1 (centres undefined)	1%	2	-2%	-1%	-3	3%	2%	1%	2	8
CCOC(=O)NN=C1CCC(c2ccccc2)CC1 (centres undefined)	-4%	-18	-2%	12%	-5	16%	4%	1%	3	-4
O=C(COc1ccc(F)cc1Cl)Nc1cccc(S(=O)(=O)N2CCCC2)c1	8%	8	-6%	?	0	8%	9%	-1%	11	3
O=C(NCc1nc2ccccc2[nH]1)C1=C[C@@H](c2ccc(Br)cc2)C[C@@H](OCCCCO)O1	-23%	-35	-3%	?	-89*	-1%	-12%	-2%	3	-15
Cc1cc(C)n(CC(O)CN(c2cccc([N+](=O)[O-])c2)S(=O)(=O)c2ccccc2)n1 (centres undefined)	-1%	3	-1%	-14%	-1	5%	13%	1%	0	2
Cn1cc([C@@H]2C[C@H]3CN(Cc4cccc(Cl)c4)C(=O)[C@]34CCCN24)c(-c2ccccc2)n1	0%	15	4%	?	-4	0%	-2%	0%	-3	-37
O=S(=O)(Nc1ccc(-c2cn3ccccc3n2)cc1)c1ccccc1	34%	-3	-8%	?	-7	0%	9%	-1%	-5	11
Cc1sc2nc(COC(=O)c3c(F)cccc3F)[nH]c(=O)c2c1C	-8%	4	-12%	?	-3	-5%	11%	-1%	15	9
CC(C(=O)Nc1ccc(F)c(F)c1F)N1CCCCCC1 (centres undefined)	-4%	5	2%	11%	8	-1%	-10%	-1%	-3	-7
COC(=O)CCC(=O)c1ccc(OC)c(Cl)c1	10%	·	29%	?	·	·	1%	0%	9	3
COc1ccc(S(=O)(=O)Nc2ccc(NC(C)=O)cc2)cc1Cl	3%	5	9%	-10%	6	-7%	?	1%	-7	-3
O=S(=O)(NC1CCCCC1N1CCN(c2cccc(Cl)c2)CC1)c1ccccc1 (centres undefined)	5%	8	-7%	2%	-19	6%	2%	-1%	5	7
CCN(CC)C(=O)C1CCN(S(=O)(=O)c2ccc3c(c2)CCCN3C(=O)C2CCC2)CC1	0%	-7	7%	23µM*	-15	7%	-9%	3%	-1	-5
CN(C)CCCN(C(=O)c1cc2ccccc2oc1=O)c1nc2c(F)cccc2s1	15%	13	-13%	?	·	-3%[46.1 µM]	2%	-1%	0	5
CCOC(=O)C1CCCN(C(=O)c2ccc3[nH]c4c(c3c2)CC(C)CC4)C1 (centres undefined)	-3%	-3	6%	-10%	-9	6%	-6%	0%	24	1
COc1ccc(NC(=O)CN(c2ccc(OC)cc2)S(=O)(=O)c2c(C)nn(C)c2C)cc1	6%	-4	0%	7%	11	-5%	3%	1%	-2	19
N#Cc1ccccc1OCC(=O)OCC(=O)N1CCN(C(=O)c2ccco2)CC1	5%	-8	-1%	0%	-7	7%	?	0%	-2	6
O=C(NCc1ccccc1)c1ccc(S(=O)(=O)NCc2ccco2)cc1	-3%	-2	10%	0%	-11	0%	7%	-1%	-1	8
O=C(NCC1CCCO1)c1ccc([N+](=O)[O-])o1 (centres undefined)	1%	-10	-4%	-19%	12	-2%	-2%	3%	3	1
O=C(CS(=O)(=O)c1ccccc1)c1cc2cc(F)ccc2oc1=O	?	28	-3%	27%	15	0%	5%	2%	0	-8
O=C(NC1CCCC1)C(c1ccc(N2CCOCC2)cc1)N(Cc1ccco1)C(=O)c1ccco1 (centres undefined)	-2%	-2	3%	-5%	-1	-14%	-6%	1%	12	11
O=C(CN1C(=O)NC2(CCCCCC2)C1=O)N1CCN(S(=O)(=O)c2ccc(Cl)cc2)CC1	5%	-13	2%	-7%	-25	·	12%	2%	-2	-7

Compounds from the list above that have an aryl thioether with sulfur outside any ring:
SMILES	A-T KAP1 phos	hERG WT inh	Mito fusion act	ELG1 repair inh	KCNH2 3.1 inh	TCR activator	Eya2 phos inh	USP2a block	TRPV1 agonist	TSHR antagonist
CC1CCCN(C(=O)CSc2nnc(-c3ccco3)n2C)C1 (centres undefined)	-1%	7	4%	14%	-9	0%	0%	1%	-1	10
NCCCCCc1nnc(SCC(N)=O)o1	-1%	3	5%	-6%	1	·	-5%	0%	-1	-2

Arranged by SMILES length (rising): 3 of the compounds above.
SMILES	A-T KAP1 phos	hERG WT inh	Mito fusion act	ELG1 repair inh	KCNH2 3.1 inh	TCR activator	Eya2 phos inh	USP2a block	TRPV1 agonist	TSHR antagonist
O=C(CS(=O)(=O)c1ccccc1)c1cc2cc(F)ccc2oc1=O	?	28	-3%	27%	15	0%	5%	2%	0	-8
O=C(NC1CCCC1)C(c1ccc(N2CCOCC2)cc1)N(Cc1ccco1)C(=O)c1ccco1 (centres undefined)	-2%	-2	3%	-5%	-1	-14%	-6%	1%	12	11
Cn1cc([C@@H]2C[C@H]3CN(Cc4cccc(Cl)c4)C(=O)[C@]34CCCN24)c(-c2ccccc2)n1	0%	15	4%	?	-4	0%	-2%	0%	-3	-37

This is a subset (hit frequency here may not be typical).
